mHTT CaM bind: inhibitors of human mutant huntingtin-calmodulin interaction; P42858; AlphaScreen His-mHTT/GST-CaM binding, luminescence; inhibition, % at 15 µM; 190,000 compounds, 3.6% hits;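 note: 0% = both proteins with DMSO and 100% = one protein alone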
Pf apPOL inh: Pf-apPOL DNA polymerase inhibition. Recombinant Pf-apPOL, molecular beacon fluorescence, 1.5 h. inhibition, % at 10 µM. AID 1794808. 210,000 compounds, 0.25% hits
Numbers without * were called inactive; x = not tested or not shown. Cut-off read from the data, not from the text of the source: active = inhibition above about 50%; inactive = the rest.

Results follow in this order: mHTT CaM bind | Pf apPOL inh
- Cc1ccc(C2=NN(C(=O)CN(C)C(=O)NC(C)C)C(c3ccccc3)C2)cc1C (stereo not drawn)
    52* | 0
- CCC(C)Nc1nc2c(c(=O)[nH]c(=O)n2C)n1Cc1ccc(F)cc1 (stereo not drawn)
    -4 | -5
- CCN1CCn2cc(C(=O)NCc3ccc(F)cc3Cl)nc2C1
    24 | -6
- O=c1c2scc(-c3ccc(Br)cc3)c2ncn1Cc1ccc(F)cc1
    -10 | -3
- O=C(Cc1cccs1)Nc1ccccc1C(=O)Nc1ccc(C(=O)O)cc1
    -2 | 8
- Cc1c(Cl)cccc1NC(=O)CN1CCC2(CC1)N=C(c1cccc(Cl)c1)C(=O)N2
    -1 | 0
- CCN(C)C(=O)c1ccccc1N1CCC(NC(=O)C2CCC2)CC1
    22 | -108
- COc1ccc([N+](=O)[O-])cc1NC(=O)CCN1CCCCCC1
    4 | -4
- Cc1ccc(C(=O)N2CCN(c3ccc(-c4nc(C)c(C)s4)cn3)CC2)cc1
    -5 | -4
- O=C(Nc1cccc(Cl)c1)O[C@H]1CCC12CCC(c1ccccc1)CC2 (stereo partly drawn)
    -63 | 0
- CN(C)c1ccc(/C=C(\C#N)c2nc(-c3ccc([N+](=O)[O-])cc3)cs2)cc1
    0 | -2
- O=C(CN1C(=O)C(=O)c2ccccc21)Nc1ccccc1Cl
    9 | -17
- CC1CCCN(C(=O)c2ccc(-n3cc(CNC(=O)C(C)C)cn3)cc2)C1 (stereo not drawn)
    0 | -2
- c1ccc(C2CC(c3cccs3)n3nnnc3N2)cc1 (stereo not drawn)
    1 | -6
- CCC(CC)NC(=O)CSc1ccccc1
    -2 | -4
- O=C(CN1C(=O)CC(c2ccccc2)=Nc2cccnc21)Nc1ccccc1Cl
    -12 | 65*
- Cn1c(=O)oc2cc(-c3noc(C=Cc4ccccc4)n3)ccc21
    -15 | 0
- COc1ccc(CCN2Cc3c(sc4c3CCCC4)N(C(C)=O)C2)cc1OC
    29 | -4
- COc1ccccc1-c1coc2cc(OC(=O)c3ccccc3C)ccc2c1=O
    -5 | 1
- O=c1oc2ccccc2c(O)c1C=Nc1nc2ccccc2s1
    13 | 1
- Cc1cc(O)c(C(C)C)cc1NS(=O)(=O)c1ccccc1
    -1 | -1
- COCCN(CCOC)Cc1cc(=O)oc2cc(OC)c(Cl)cc12
    -2 | 4
- CC(C)NC(=O)ON=C(N)CSc1nccn1C
    x | 4
- Cc1nnsc1-c1nnc(-c2ccccc2C(F)(F)F)o1
    x | -1
- COc1ccc(OC)c(CN2CCc3ccccc3C2)c1
    -3 | -5
- O=C(CSc1nc2ccccc2s1)c1ccccc1[N+](=O)[O-]
    42 | 0
- COc1ccc(NC(=O)c2ccccc2Br)c(OC)c1
    -3 | 0
- Cc1cccc(-c2noc(C3CCCN3C(=O)c3cc(F)ccc3F)n2)c1 (stereo not drawn)
    -9 | -3
- CCc1c(C)nc2[nH]nc(-c3ccccc3OC)n2c1=O
    6 | -6
- Cc1cccc(NC(=O)N2CCCC2c2ccccc2Cl)c1 (stereo not drawn)
    -7 | 1

In the list so far, 2 contain bromine:
Results follow in this order: mHTT CaM bind | Pf apPOL inh
- O=c1c2scc(-c3ccc(Br)cc3)c2ncn1Cc1ccc(F)cc1
    -10 | -3
- COc1ccc(NC(=O)c2ccccc2Br)c(OC)c1
    -3 | 0

New compounds follow
Results follow in this order: mHTT CaM bind | Pf apPOL inh
- O=c1[nH]c2ccc(Cl)cc2[nH]c1=O
    x | -8
- Cc1ccsc1C(=O)N1CCc2nc(-c3ccc(F)cc3)ncc2C1
    9 | 1
- O=C(NCCC1CCN(C(=O)NC2CCCCC2)CC1)c1cccs1
    -5 | 7
- CS(=O)(=O)N(CC(=O)Nc1ccc(F)c(Cl)c1)c1cccc([N+](=O)[O-])c1
    12 | -2
- O=C(NCCC1=CCCCC1)C(=O)NCCC(O)c1ccoc1 (stereo not drawn)
    0 | -3
- CSCCC(NS(=O)(=O)c1cccs1)C(=O)O (stereo not drawn)
    -3 | -3
- O=C1OC(/C=C/c2ccccc2)=NC/1=C\c1ccco1
    0 | 0
- CC(C)(C)C1CCC2(CC1)SCC(=O)N2c1ccccc1 (stereo not drawn)
    4 | 11
- CC(=O)N1CCc2cc(N3CC(C(=O)Nc4ccc5c(c4)OCCO5)CC3=O)ccc21 (stereo not drawn)
    -2 | -6
- O=C(Nc1ccc2c(c1)OCO2)C(=S)NCc1ccccc1
    x | 9
- COc1ccc2c(c1)NC1(CCN(C(=O)Cc3cccc(F)c3)CC1)c1cccn1-2
    73* | 2
- Cc1nc2cc(C(=O)NCc3cccnc3)ccc2n1-c1cccc(F)c1
    -3 | -2
- CC(CC(=O)Nc1ccc(S(=O)(=O)Nc2nccs2)cc1)c1ccccc1 (stereo not drawn)
    10 | -6
- CC(c1ccccc1)N1CC(CO)(CO)C1 (stereo not drawn)
    -4 | -2
- CC1CC(C)CN(C(=O)Nc2ccccc2)C1 (stereo not drawn)
    -4 | 0

Compounds listed so far that contain a COOH group (two):
Results follow in this order: mHTT CaM bind | Pf apPOL inh
- O=C(Cc1cccs1)Nc1ccccc1C(=O)Nc1ccc(C(=O)O)cc1
    -2 | 8
- CSCCC(NS(=O)(=O)c1cccs1)C(=O)O (stereo not drawn)
    -3 | -3

New compounds follow
Results follow in this order: mHTT CaM bind | Pf apPOL inh
- Cc1ccc(CNC(=O)c2ccc(CS(=O)(=O)Cc3ccccc3C)o2)cc1
    13 | -7
- O=C(NCCN1CCOCC1)c1ccnc(N2CCNC(c3ccccc3)C2)c1 (stereo not drawn)
    -4 | -8
- CC1CCCCC1N1CC(=O)N(Cc2ccco2)C(c2ccc(Cl)cc2)C1=O (stereo not drawn)
    12 | -10
- COc1cccc(NC(=O)c2cc(C)n(CCN(C)C)c2C)c1
    20 | 0
- CC(=O)NS(=O)(=O)c1ccc(NC(=O)c2ccccc2F)cc1
    0 | -1
- CCOc1ccc2nc(NC(=O)C3(S(=O)(=O)c4ccc(Cl)cc4)CC3)sc2c1
    3 | 2
- N#Cc1nnn(-c2cc(Cl)cc(Cl)c2)c1N
    x | -9
- CCCNc1cc(N2CCC(CCC(=O)NCc3ccccc3OC)CC2)ncn1
    1 | -6
- COc1ccc(C(=O)Nc2ccc(N3CCCC3)c(Cl)c2)cc1[N+](=O)[O-]
    25 | -6
- CC1(C)OC(=O)C(=Cc2cccn2-c2ccc(S(N)(=O)=O)cc2)C(=O)O1
    2 | 0
- Cc1ccsc1C(=O)N1CCC(c2nc(-c3ccccc3)n[nH]2)CC1
    3 | 1
- Cc1cccc(C(=O)Nc2cc(Cl)ccc2Cl)c1
    -23 | -1
- Cc1sc2c(=O)n(C3CCCCC3)cnc2c1C(=O)NCc1ccc(F)cc1
    6 | 2
- C=CCn1c(SCC(=O)Nc2ccccc2[N+](=O)[O-])nc2sc(CC)cc2c1=O
    4 | -4
- Cc1ccc(Oc2ccc(C(=O)N3CCOCC3)cc2)nn1
    -5 | -1
- Cn1c(Sc2sccc2[N+](=O)[O-])nnc1C(F)(F)F
    x | -5
- Cc1ccc(CNC(=O)Cn2cc3c(n2)CCCC3)cc1
    -10 | -3
- Cc1cc(O)c(CN(C)C)c2c1C(=O)C(=Cc1ccncc1)O2
    -5 | -6
- CCCOC(=O)C1C2C=CC3(CN(C4CCCCC4)C(=O)C13)O2 (stereo not drawn)
    -20 | -2
- CCCNc1cc(N2CCC(CCC(=O)NCc3cccc(Cl)c3)CC2)ncn1
    9 | -6
- O=C(Nc1c2c(nn1-c1ccc(Cl)cc1)CSC2)c1ccccc1Br
    -3 | -1
- Cc1ccc(CCNC(=O)c2cc3n(n2)CCCN(Cc2ccc(Cl)cc2)C3=O)cc1
    28 | -1
- CC(C)NC(=O)C1COC2(CCCCC2)N1C(=O)c1ccc(C(F)(F)F)cc1 (stereo not drawn)
    -10 | -2
- CCN1CCN(CCCNC(=O)c2cc3cc4ccc(Cl)cc4nc3o2)CC1
    12 | -2
- Cc1ccc(C)c(NC(=O)CN2CCc3ccccc3C2C(=O)N2CCCCC2)c1 (stereo not drawn)
    16 | 0
- O=C(O)c1cc(NC(=O)c2ccc3c(c2)C(=O)N(CC2CCCO2)C3=O)cc(C(=O)O)c1 (stereo not drawn)
    -4 | -10
- COc1cc([N+](=O)[O-])c(C)cc1NS(=O)(=O)c1ccc(C)cc1
    -9 | -5
- Cc1ccc(C2CC(C(F)(F)F)n3nc(C(=O)N4CCCCC4)c(Cl)c3N2)cc1 (stereo not drawn)
    47 | 4
- COc1ccc(/C=C2\N=C(c3ccc4c(c3)OCO4)OC2=O)cc1OC
    4 | -5
- COCCN=c1cc(-c2ccccc2)oc2ccc(Cl)cc12
    10 | -7

The last 4 entries of the section before lead into the next.
Results follow in this order: mHTT CaM bind | Pf apPOL inh
- COc1cc([N+](=O)[O-])c(C)cc1NS(=O)(=O)c1ccc(C)cc1
    -9 | -5
- Cc1ccc(C2CC(C(F)(F)F)n3nc(C(=O)N4CCCCC4)c(Cl)c3N2)cc1 (stereo not drawn)
    47 | 4
- COc1ccc(/C=C2\N=C(c3ccc4c(c3)OCO4)OC2=O)cc1OC
    4 | -5
- COCCN=c1cc(-c2ccccc2)oc2ccc(Cl)cc12
    10 | -7
- Cc1ccc([N+](=O)[O-])cc1N=Cc1nc(-c2ccccc2F)oc1O
    2 | -1
- Cc1ccc(CC(=O)N2CCC(c3nc4ccncc4n3C)C2)cc1 (stereo not drawn)
    -1 | -8
- O=C(NCCC1=CCCCC1)C(=O)NCCN1CCN(c2ccc(F)cc2)CC1
    -8 | -3
- COc1ccc(CNc2ccccc2SC)cc1OC
    15 | 3
- O=C1OC(c2ccc(Cl)cc2)=N/C1=C\c1ccccc1F
    -7 | -5
- O=C(CN1CCC2(CC1)N=C(c1ccc(F)cc1)C(=O)N2)Nc1ccc(Cl)cc1
    -7 | -4
- C[C@H]1[C@@H](c2ccccc2)Oc2c(Cl)cccc2S(=O)(=O)N1Cc1cccc(F)c1
    18 | -6
- O=C(Nc1nccs1)c1cccc2c1C(=O)c1ccccc1-2
    15 | 3
- Cc1ccc(-c2nc3cc(Cl)ccc3o2)cc1NC(=O)c1ccccc1Cl
    0 | 2
- COc1ccc(C(=O)Nc2ccccc2C(=O)N2CCCCC2C)c(OC)c1OC (stereo not drawn)
    3 | 4
- CC(C)N(C)C(=O)c1ccccc1N1CCC(NS(=O)(=O)c2ccccc2)CC1
    7 | 1
- Cc1ccc(CN2CCN(C3CCN(C(=O)Nc4ccc(C)cc4Cl)CC3)C2=O)cc1
    14 | -14
- CCc1nc(N2CCN(C(=O)c3ccc(C)cc3)CC2)c2c(C)c(C)sc2n1
    24 | 0
- CN(C)CCNC(=O)c1ccc(S(=O)(=O)N2CCOCC2)cc1
    -1 | -9
- Cc1ccc(C23CC4CC(CC(C(=O)Nc5ccc6c(c5)C(=O)N(C)C6=O)(C4)C2)C3)cc1
    -3 | 0
- Cc1ccc(S(=O)(=O)N2CCN(CCNC(=O)C(=O)Nc3ccc(F)cc3)CC2)cc1
    2 | -8
- CCn1c(C2CCN(C(=O)Nc3ccc(C)cc3C)C2)nc2cccnc21 (stereo not drawn)
    5 | -5
- COCCC1CCN(C(=O)c2cccc(C#N)c2)CC1
    0 | -4
- O=C(NCc1cccnc1)Nc1cccc(NC(=O)NCc2cccnc2)c1
    -3 | -1
- CC(=O)Nc1ccc(N=Cc2c(C)[nH]n(-c3ccc(C)cc3)c2=O)cc1
    20 | -2
- COc1cc(OC)cc(C2=N/C(=C\c3ccc(C)cc3)C(=O)O2)c1
    9 | 2
- Cc1c(C)n(C(=O)CSc2n[nH]c(-c3ccccc3)n2)c2ccccc12
    18 | 1
- COc1ccc(C(=O)NCCCc2ccccc2)cc1OC
    -2 | 0
- Cn1cnc([N+](=O)[O-])c1N1CCC(C(N)=O)CC1
    x | -7
- CN1c2ccccc2C(=O)NC12CCN(C(=O)c1cccc(F)c1)CC2
    -5 | -2

5 neighbouring records out of the list so far, for reference:
Results follow in this order: mHTT CaM bind | Pf apPOL inh
- COc1cc(OC)cc(C2=N/C(=C\c3ccc(C)cc3)C(=O)O2)c1
    9 | 2
- Cc1c(C)n(C(=O)CSc2n[nH]c(-c3ccccc3)n2)c2ccccc12
    18 | 1
- COc1ccc(C(=O)NCCCc2ccccc2)cc1OC
    -2 | 0
- Cn1cnc([N+](=O)[O-])c1N1CCC(C(N)=O)CC1
    x | -7
- CN1c2ccccc2C(=O)NC12CCN(C(=O)c1cccc(F)c1)CC2
    -5 | -2

Assay outcomes: PubChem, University of Kansas High Throughput Screening Laboratory
